# Screening data as filed in PubChem.
# 697 NFkB inh: lowers PMA/ionomycin-induced NF-kB signal in 697 B cells. 697 B-cell NF-kB luciferase reporter, 16 h. inhibition, % at 4 µM. 330,000 compounds, 0.33% hits. AID 435022; in the data active = inhibition above about 35%
# APJ agonist: APJ receptor agonism | P35414 | CHO-K1 APJ PathHunter beta-arrestin, luminescence; 0% DMSO wells, 100% apelin | activation, % at 20 µM | 330,000 compounds, 0.11% hits | AID 2520;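 active = activation more than six SD over the plate average, tested at 20 µM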;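 note: 0% = DMSO alone and 100% = apelin-13 at 10 nM; some results filed as inactive read as strong as hits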
#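 system = engineered CHO-K1 APJ arrestin reporter cells | input = 1000 cells per well | timing = overnight seeding, 90 min compound at 25 °C, 1 h detection | measured by = enzyme-fragment complementation luminescence | read-out = beta-arrestin recruitment to APJ as agonist activity, luminescent signal | control set = negative DMSO alone, positive Apelin-13 at 10 nM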
# Jurkat NFkB inh: inhibitors of the PMA/ionomycin-induced NF-kB reporter in Jurkat cells; PMA/ionomycin-induced NF-kB luciferase reporter, luminescence; inhibition, % at 4 µM; 330,000 compounds, 0.53% hits; AID 435003; in the data active = inhibition above about 50%
# tim23-1 inh: growth inhibitors of tim23-1 mutant yeast | S. cerevisiae tim23-1 growth, BacTiter-Glo luminescence, 24 h | inhibition, % at 20 µM | 330,000 compounds, 1.3% hits;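 active = growth inhibition of the mutant yeast at or above 50%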;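 note: temperature-sensitive mutant grown at 25 °C; plate controls were DMSO-treated mutant yeast for no effect and medium wells lacking yeast for full effect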
# UPR CHOP act: activators of apoptotic arm of unfolded protein response (CHOP). activation, % at 10 µM. AID 449763. 330,000 compounds, 0.34% hits. CHO-CHOP luciferase reporter, UPR activation, luminescence; percent of tunicamycin response over DMSO baseline;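 active = at 10 µM dose, activation of 40% or more, normalized to positive control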;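 note: 100% = tunicamycin at 10 µg/mL and 0% = DMSO alone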
#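 System: CHO-CHOP luciferase reporter cell line; amount: 500 cells/well; buffer or medium: F12 medium containing 10% fetal bovine serum; incubation: 6 h compound exposure at 37 °C after overnight seeding; measured by: luciferase luminescence after 10 min with Steady-Glo reagent; evaluation: % reporter activation, DMSO baseline versus tunicamycin full activation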
# UPR XBP1 act: activators of adaptive arm of unfolded protein response (XBP1). CHO-XBP1 luciferase reporter, IRE1-XBP1 UPR activation, luminescence; percent of tunicamycin response, DMSO as zero. 330,000 compounds, 0.33% hits. AID 463104. activation, % at 20 µM;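 active = versus positive control, 20 µM dose yields 30% or more activation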;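 note: 100% = tunicamycin at 10 µg/mL and 0% = DMSO only wells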
#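 Test system: CHO-XBP1 luciferase reporter cells | Buffer or medium: Serum-containing F12 medium, 10% FBS | Schedule: 6 h compound exposure at 37 °C, 5% CO2 | Detection: Steady-Glo luciferase glow luminescence, 10 min after reagent addition | Read-out basis: Activation, % of tunicamycin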
# Mdm2-MdmX inh: disrupts the human Mdm2-MdmX interaction. 330,000 compounds, 3% hits. inhibition, % at 8 µM. SaOS-2 split-luciferase Mdm2/MdmX complementation, luminescence. AID 485346;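 active = inhibition of at least 50% at 8 µM in the primary screen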
# Target sequence (O15151 whole entry, looked up): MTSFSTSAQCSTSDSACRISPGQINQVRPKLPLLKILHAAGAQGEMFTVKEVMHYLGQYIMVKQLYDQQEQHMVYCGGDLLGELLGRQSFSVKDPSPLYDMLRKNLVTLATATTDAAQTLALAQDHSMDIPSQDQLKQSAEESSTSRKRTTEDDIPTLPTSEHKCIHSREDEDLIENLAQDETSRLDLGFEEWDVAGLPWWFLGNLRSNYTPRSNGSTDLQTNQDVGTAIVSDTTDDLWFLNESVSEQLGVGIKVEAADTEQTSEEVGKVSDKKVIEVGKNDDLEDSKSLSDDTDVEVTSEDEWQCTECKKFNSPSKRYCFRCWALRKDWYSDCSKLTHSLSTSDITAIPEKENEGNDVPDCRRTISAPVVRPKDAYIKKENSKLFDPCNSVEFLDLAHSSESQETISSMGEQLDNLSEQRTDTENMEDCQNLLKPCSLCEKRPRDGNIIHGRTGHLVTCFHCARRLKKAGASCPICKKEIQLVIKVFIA
# Target sequence (Q00987 whole entry, looked up): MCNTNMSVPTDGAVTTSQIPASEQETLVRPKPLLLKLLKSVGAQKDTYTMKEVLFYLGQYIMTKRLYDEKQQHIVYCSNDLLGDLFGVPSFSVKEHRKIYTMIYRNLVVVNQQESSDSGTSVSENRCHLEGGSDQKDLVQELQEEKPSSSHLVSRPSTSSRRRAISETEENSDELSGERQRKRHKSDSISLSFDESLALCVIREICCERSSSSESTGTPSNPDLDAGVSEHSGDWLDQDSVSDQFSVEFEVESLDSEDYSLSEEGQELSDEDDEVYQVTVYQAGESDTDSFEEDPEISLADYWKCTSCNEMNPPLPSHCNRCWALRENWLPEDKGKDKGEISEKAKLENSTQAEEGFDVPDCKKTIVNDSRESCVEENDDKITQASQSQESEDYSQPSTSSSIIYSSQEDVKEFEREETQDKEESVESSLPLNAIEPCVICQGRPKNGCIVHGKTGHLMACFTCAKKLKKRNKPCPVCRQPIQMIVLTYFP
# APJ antag: blocks the human apelin receptor APJ. CHO-K1 APJ beta-arrestin complementation, luminescence. inhibition, % at 20 µM. 330,000 compounds, 0.32% hits. AID 2521;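 active = inhibition above about 40% at 20 µM, limit read from the data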;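 note: cells challenged with 10 nM apelin-13 agonist together with compound; plate controls were apelin-13 plus DMSO wells for no effect and DMSO wells lacking apelin-13 for full effect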
# Starred values were filed as active, the others as inactive; · = no result given.
smiles,697 NFkB inh,APJ agonist,Jurkat NFkB inh,tim23-1 inh,UPR CHOP act,UPR XBP1 act,Mdm2-MdmX inh,APJ antag
COC(=O)C(O)(CC(=O)c1ccc(OC)cc1)C(F)(F)F (configuration not stated),3,-3,5,0,-1.1,3,-15,10
O=C(NNC(=O)c1ccccc1Cl)c1cccnc1,2,1,-25,11,1.6,0,13,-6
COc1ccc2sc(-c3ccccc3OC)c(-c3ccc(OCCN(C)C)cc3)c2c1,9,·,·,41,2.1,4,11,·
CCN(CC)CCSc1nnc2c3ccccc3n(CCc3ccccc3)c2n1,6,-1,10,-3,1.3,1,-2,9
COc1cccc(N/C(=N/C(=S)Nc2ccc(C)cc2C)Nc2nc(C)cc(C)n2)c1,-4,-1,20,24,2.8,2,30,15
CC(=O)c1ccc(NC(=O)CN2c3cccc4cccc(c34)S2(=O)=O)cc1,6,-4,24,34,1.7,-4,10,-4
Cc1cc(C)c2cc(CN(CCCN(C)C)C(=S)NCc3ccccc3)c(=O)[nH]c2c1,-13,0,5,17,1.1,1,53*,8
CC(C)(C)c1ccc(OCc2ccc(C(=O)NCc3cccnc3)o2)cc1,-32,3,-28,12,2.1,3,-14,8
COc1ccc(C2SCC(=O)N2c2ccccc2)cc1 (configuration not stated),-2,0,-3,2,0.1,1,11,17
Cc1ccc(NC(CNS(=O)(=O)c2ccc(Cl)cc2)c2ccccc2)cc1 (configuration not stated),-2,-4,2,1,-1.8,-5,52*,-8
CC(C)N1CCc2c(sc(NC(=O)c3ccc(S(=O)(=O)N4CCOCC4)cc3)c2C#N)C1,-1,-1,11,-9,-0.5,0,2,-6
O=C(CN1C(=O)c2ccccc2S1(=O)=O)Nc1ccc(S(=O)(=O)N2CCCC2)cc1,5,3,-5,21,-1.5,-1,-2,-18
CC1CC(C)CN(S(=O)(=O)c2ccc(NC(=O)[C@@H]3CCCN3C(=O)c3cccs3)cc2)C1 (some centres not stated),-6,-2,9,15,0.7,1,10,-26
O=C(Cn1cnc2c(nnn2Cc2ccc(Cl)cc2)c1=O)c1ccccc1,-3,2,5,15,0.8,0,13,2
Cc1nc(Nc2ccc(Cl)cc2Cl)sc1C(=O)Nc1ccccc1,6,-2,2,29,-0.6,0,33,-4
COC(C[C@@H]1O[C@@H]1[C@@H](O)[C@H](C)OCc1ccccc1)OC,9,-5,4,15,1.1,3,13,1
COc1ccccc1NC(=O)CC1S/C(=N/N=C2\CCCc3ccccc32)NC1=O (configuration not stated),-11,-1,-5,19,-1.5,-3,-7,12
CCn1c(=O)cc(OCC(=O)NCc2cccs2)c2ccccc21,13,-2,0,4,2.4,-2,-12,3
COc1ccc(CCNC(=O)c2cc3sccc3n2C)cc1OC,12,-1,-2,21,-1.0,-1,-8,12
CCOc1ccc2nc(SC(CC)C(=O)Nc3cc(C)on3)sc2c1 (configuration not stated),-15,-1,-24,-35,-1.2,3,8,14
NS(=O)(=O)c1ccc(NC(=S)NC2CCCC2)cc1,2,-3,-18,-3,0.9,-1,10,-7
Cc1ccc(NS(=O)(=O)c2c(C(=O)N3CCCC3)c(C)n(C)c2C)cc1,-3,-3,-12,8,-1.5,-2,9,-22
O=C(Cn1cnc2c(NCc3ccccc3)ncnc21)NCc1ccc2c(c1)OCO2,-13,·,·,11,-0.5,-1,22,·
CCOC(=O)Cn1nnc(-c2ccc(S(C)(=O)=O)cc2)n1,13,-3,-1,-8,-0.3,1,2,-4
Cc1ccc(S(=O)(=O)N(C)c2ccc(C(=O)N(C)Cc3nc4ccccc4c(=O)[nH]3)cc2)cc1,21,-5,2,8,0.3,-3,21,9
CC(=O)N1N=C(c2cccc([N+](=O)[O-])c2)OC1c1ccc(Br)cc1 (configuration not stated),-6,-3,16,-4,2.5,4,32,-1
O=C(Cn1nc2n(c1=O)-c1ccccc1SC2)N/N=C/c1cccnc1,6,-3,-1,13,0.5,1,29,-12
CCn1cc(C(=O)N[C@H](C(=O)NCCCn2ccnc2)C(C)C)c(=O)c2cc3c(cc21)OCO3,1,0,7,1,-0.6,2,20,19
COc1ccc(-n2cc(-c3ccccc3)c3c(N4CC(C)OC(C)C4)ncnc32)cc1 (configuration not stated),-24,3,-5,-1,0.7,3,64*,8
O=C(c1ccc([N+](=O)[O-])cc1)N1CCN(Cc2ccccc2[N+](=O)[O-])CC1,14,0,23,-13,-0.3,-2,26,-2
CN(C)c1cccc2cccc(N(C)C)c12,18,5,11,-4,1.3,-3,11,-65
c1ccc(OCc2nn3c(-c4ccccn4)nnc3s2)cc1,-27,-3,-23,-7,3.1,-1,22,-1
CCOCCn1c(SCCc2ccccc2)nc2c1c(=O)[nH]c(=O)n2C,-12,-2,7,17,2.1,4,22,15
O=C(NCC(O)c1ccc([N+](=O)[O-])cc1)C1=COCCO1 (configuration not stated),2,-3,5,2,1.8,-1,-1,2
Cc1cc(=O)[nH]c(N2CCN(C(c3ccccc3)c3ccccc3)CC2)n1,-1,-1,16,5,-2.2,-2,29,-1
O=C(Nc1nncs1)C1(c2ccccc2)CCCC1,3,-1,-2,7,-0.1,-3,18,13
Cc1ccc(Sc2sc(=O)n(C)c2S(=O)(=O)c2ccc(C)cc2)cc1,-9,-2,10,20,0.7,-3,27,-13
Cc1ccc(NC(=S)N2CCCC2)cc1,-54,0,-35,8,3.5,2,-2,4
COc1ccc(OCC(=O)NC2CCCN(Cc3ccc(Cl)cc3)C2)cc1 (configuration not stated),-16,-10,-25,9,-1.4,-4,22,-12
O=C(CN1CCN(S(=O)(=O)c2ccccc2)CC1)Nc1ccc(Cl)c(Cl)c1,-74,1,-17,10,1.1,-1,16,2
COc1cccc(-n2c(-c3ccccc3)c[nH]c2=S)c1,7,1,-5,7,0.4,0,-6,3
CC(C)N(C(=O)C[n+]1ccc(/C=N/O)cc1)C(C)C,-5,-5,-6,6,0.5,-4,-3,10
CCNC(=S)N1CCN(CCN2C(=O)c3cccc4cccc(c34)C2=O)CC1,9,-2,-5,23,0.1,-3,9,5
C/C(=N\NC(=O)COc1ccc(C)cc1C(C)C)c1cc2ccccc2o1,5,-2,-11,23,1.6,2,-70,-14
Cc1ccc(C)c(NC(=O)CN(C)C(=O)CSC(C)C(=O)Nc2cc(C)on2)c1 (configuration not stated),-1,-4,-3,10,-0.1,-1,37,6
O=c1oc2ccc(Cl)cc2cc1-c1nnc(Nc2cccc(C(F)(F)F)c2)s1,-2,-3,-1,14,-0.6,0,44,-4
Cc1noc(C)c1COc1ccc(C(=O)NCC(c2c(F)cccc2Cl)N(C)C)cc1 (configuration not stated),5,-4,9,6,0.6,-1,24,-7
COCCN(C(=O)c1ccco1)c1nnc(-c2ccc(OC)cc2)s1,-27,-4,-44,12,4.5,1,-24,3
CC(=O)N1CCc2c(sc(NC(=O)C3CCCN3S(=O)(=O)c3cccs3)c2C#N)C1 (configuration not stated),19,-4,6,-1,0.0,0,10,-29
COc1cc(OC)cc(C(=O)NCC(=O)OCC(=O)N2c3ccccc3NC(=O)C2(C)C)c1,5,-2,3,2,0.4,-2,9,10
Cc1ccc(C(=O)N/N=C\c2ccc(-c3ccc(Cl)cc3)o2)cn1,-17,1,-2,18,1.4,-2,16,6
CC(C)CC(c1nnnn1C1CCCCC1)N1CCN(C(=O)c2ccco2)CC1 (configuration not stated),-10,-4,-3,20,0.4,-3,17,17
COc1cccc(C(=O)NC2CCCc3ccccc32)c1OC (configuration not stated),2,-2,-1,20,0.8,-5,-10,15
Cc1ccc(S(=O)(=O)N2CCOC23CCN(C(=O)C(=O)NCc2ccccc2)CC3)cc1,8,-4,7,6,-1.0,-3,12,3
C/C(=N\NC(=O)c1ccoc1C)c1ccc(Cl)s1,-8,-6,-17,2,2.8,3,-23,9
O=C(COC(=O)c1cc(Br)ccc1O)c1ccc(F)cc1,-21,-3,2,7,1.8,11,-23,18

# 4 compounds from above, reduced to UPR XBP1 act and Mdm2-MdmX inh:
SMILES | UPR XBP1 act | Mdm2-MdmX inh
COc1cccc(C(=O)NC2CCCc3ccccc32)c1OC (configuration not stated) | -5 | -10
Cc1ccc(S(=O)(=O)N2CCOC23CCN(C(=O)C(=O)NCc2ccccc2)CC3)cc1 | -3 | 12
C/C(=N\NC(=O)c1ccoc1C)c1ccc(Cl)s1 | 3 | -23
O=C(COC(=O)c1cc(Br)ccc1O)c1ccc(F)cc1 | 11 | -23

# Next entries.
smiles,697 NFkB inh,APJ agonist,Jurkat NFkB inh,tim23-1 inh,UPR CHOP act,UPR XBP1 act,Mdm2-MdmX inh,APJ antag
COc1ccccc1NS(=O)(=O)c1cccc(C(=O)NCC2(N(C)C)CCCCC2)c1,-21,-1,-6,-38,-2.0,-2,-2,-51
COc1ccc(CCNC(=O)c2ccc(NC(=O)CC3SC(N4CCCC4)=NC3=O)cc2)cc1 (configuration not stated),19,-2,21,0,-2.1,-3,21,2
COc1ccccc1C(=O)COC(=O)c1ccc(-n2cnnn2)cc1,8,0,13,12,2.9,3,25,-5
CC(C)(C)N1C(=O)c2ccccc2NC(=O)N1Cc1ccccc1,6,-2,-2,-13,-0.1,0,7,5
O=C(O)CCC(=O)Nc1cccc(-c2csc(-c3ccccc3)n2)c1,25,-2,9,12,-2.8,-4,-9,-7
COc1cccc(CN(C)S(=O)(=O)c2ccccc2Br)c1,-24,·,·,47,1.1,4,-18,·
Fc1ccc(CSc2ccc(-c3cccs3)nn2)cc1,-106,0,-67,-10,3.1,2,-22,-8
CCOc1ccc(N2CC(C(=O)Nc3cc(Cl)ccc3-n3cncn3)CC2=O)cc1 (configuration not stated),-18,-1,-5,4,0.0,2,19,7
Cc1ccc(NC(=S)N2CCCC(c3nc4ccc(C)cc4[nH]3)C2)c(C)c1 (configuration not stated),16,2,0,-1,1.6,-1,11,-12
NC(=NCCc1ccccc1)NS(=O)(=O)c1ccccc1,-4,-4,-2,10,1.6,0,13,8
COc1cc(-c2nnc(-c3ccc(N4CCOCC4)cc3)o2)cc(OC)c1OC,18,2,3,29,-2.8,6,24,-11
O=C(CCS(=O)(=O)c1cccc2nonc12)NCc1ccc(Cl)cc1,-6,0,-7,-10,1.6,-2,6,5
COC(=O)c1ccc(NCCc2csc(-c3ccc(C)cc3)n2)c([N+](=O)[O-])c1,-19,-3,12,17,-1.6,-1,-15,-2
Cc1ccc(S(=O)(=O)Cn2nnnc2C(c2ccc(F)cc2)N2CCCCC2)cc1 (configuration not stated),-4,0,-14,36,-1.9,-4,13,-1
Cc1cc(N/C=C\c2nnnn2-c2ccc(F)cc2)no1,17,-3,5,13,0.2,-1,28,4
CCOC(=O)c1c(C)[nH]c(C)c1C=O,9,-6,-7,3,-0.5,-1,3,-2
Cc1ccccc1CN1C(=O)[C@H]2Cc3c([nH]c4ccccc34)C(C)(C)N2C1=O,-2,0,-11,10,-1.0,-1,28,9

# Compounds as they come; overall some 5% were active at least once.
